# Source: PubChem (several laboratories)
# PhoP inhibition: PhoP-dependent GFP reporter repression – Salmonella Typhimurium, primary screen (AID 1863) | S. Typhimurium PhoP-regulated promoter GFP reporter, 4 h; higher % means a stronger effect | inhibition, % at 50 µM; hits with a dose series show IC50 in µM | 300,000 tested, 0.16% active;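 active = inhibition over 29.93%, a cutoff 3 SD above the screen mean, later confirmed by dose response; inconclusive = inhibition over 29.93% but no dose response follow-up; inactive = inhibition at most 29.93% or unconfirmed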;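 note: 0% = low Mg2+ inducing control and 100% = high Mg2+ repressing control; strong numbers were not always called active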
# West Nile virus CPE: inhibition of WNV-induced cytopathic effect – cell-based, CPE readout (AID 1621). CPE inhibition, % at 10 µM, or IC50 in µM where a hit was titrated. 290,000 tested, 0.02% active. West Nile virus-infected cells, CPE inhibition; higher % means a stronger effect; in the data active = a potency from the dose series; inconclusive = CPE inhibition mostly from about 3.7% at the one dose, without a potency; inactive = the rest, 99 in 100 with CPE inhibition below about 2.2%; note: strong numbers were not always called active
# WT yeast gro inh: growth inhibition of WT yeast, mitochondrial fusion screen | mitochondrial fusion phenotypic screen, WT strain | inhibition, % at 10 µM | 190,000 tested, 2.1% active; in the data active = inhibition above about 58%; tested in S. cerevisiae
# RSV CPE inhibition: inhibition of RSV-induced cytopathic effect – HEp-2 cells, primary 10 µM value included (AID 2391) | HEp-2 cells, RSV-induced CPE inhibition; higher % means a stronger effect | CPE inhibition, % at 10 µM, or IC50 in µM where a hit was titrated | 310,000 tested, 0.13% active; in the data active = a potency from the dose series; inconclusive = CPE inhibition mostly from about 23% at the one dose, without a potency; inactive = the rest, 99 in 100 with CPE inhibition below about 21%; note: strong numbers were not always called active
# MgcRacGAP inhibition: MgcRacGAP GTPase-activating activity inhibitors, confirmation, biochemical, ADP Hunter fluorescence; MgcRacGAP-stimulated Rac1 GTP hydrolysis, ADP Hunter fluorescence; higher % means a stronger effect; GST-tagged Rac1 F28L mutant substrate; inhibition, % at 30 µM; hits with a dose series show IC50 in µM; 340,000 tested, 0.6% active; AID 624330;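 active = first-screen hits whose inhibition reached a set limit at any dose in the follow-up dose series; inconclusive = inhibition above the set first-screen limit but never retested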;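 note: fluorescence reports GDP produced by GAP-driven GTP hydrolysis; strong numbers were not always called active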
# Myeloid diff MLP: myeloid differentiation induction | ER-HoxA9 myeloid progenitors, lysozyme-GFP differentiation, flow cytometry | calls only at 10 µM | 360,000 tested, 1% active;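 active = normalized GFP-positive differentiation at or above the plate's own cutoff, the solvent-only control mean plus 3 SD; inconclusive = no clear call, values can overlap the other calls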;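 note: cells exposed to compound for four days before flow analysis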
# bCat nuc transl: modulators of beta-catenin nuclear translocation. HeLa beta-catenin nuclear translocation, immunofluorescence imaging. nuclear translocation activity, % at 5 µM. AID 1665. 190,000 tested, 0.3% active;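 active = nuclear translocation activity above 50% at 5 µM, with a well cell count of 50 or more; inconclusive = wells under 50 cells across six images, flagged as toxic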;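 note: per-cell ratio of nuclear to cytoplasmic median beta-catenin stain intensity; plate controls were DMSO negative control for no effect and GSK-3 inhibitor IX positive control for full effect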
#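 System: HeLa cells, endogenous beta-catenin; compound dosing: 5 µM primary single dose, 0.1% DMSO, 0.02–20 µM confirmation series; incubation: 24 h compound exposure at 37°C, 5% CO2; signal: beta-catenin immunofluorescence imaging with DAPI; evaluation: % activation, nuclear-to-cytoplasmic median beta-catenin signal ratio per cell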
# Large T inhibition: SV40 large T antigen inhibitors, biochemical (AID 1903); SV40 large T antigen ATPase/helicase inhibition assay; higher % means a stronger effect; inhibition, % at 20 µM; hits with a dose series show IC50 in µM; 310,000 tested, 0.39% active; in the data active = a potency from the dose series; inconclusive = inhibition mostly from about 32% at the one dose, without a potency; inactive = the rest, 99 in 100 with inhibition below about 32%; note: strong numbers were not always called active
# T cell HTS: modulates CD8 T cell binding to vesicles; 2C CD8+ T cell-vesicle binding, flow cytometry; stronger effect = lower value; 330,000 tested, 0.068% active; calls only at 7 µM;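 active = response, share of CD8 T cells binding vesicles, and their 90th percentile fluorescence all below set limits, cut at about 80% in these data, passing the limit was not always enough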
#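 Read-out – percent CD8+ FL2 mean versus row control · System – murine 2C transgenic CD8+ T lymphocytes · Times – 1.5 h cell–vesicle binding at 37 °C, then 20 min icy labelling · Control set – naked vesicles low, QL9 vesicles with vehicle high · Detection – cytometric PE anti-B7-1 and Alexa647 anti-CD8 signals after 1% paraformaldehyde fixation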
# WT yeast gro inh mutant strain: second read-out of WT yeast gro inh, no call of its own (marks repeat the call); inhibition, %; mitochondrial fusion phenotypic screen, mutant strain inhibition
# bCat nuc transl cell count 5 µM: further read-out of bCat nuc transl, marked with its call; cell count; measured here: cell count, cytotoxicity flag
# T cell HTS vesicle-bound %: also measured in T cell HTS; calls as there; double positive events, %; measured here: CD8+ vesicle-bound cell fraction;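 binding gate set so that unloaded-vesicle control wells show 10% double positive cells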
# Myeloid diff MLP GFP+ MAC1+ %: second read-out of Myeloid diff MLP, no call of its own (marks repeat the call); GFP+ MAC1+ double positive, %; measured here: differentiation confirmed by MAC1 staining
# * marks the source's active call; other numbers are inactive results; i = inactive; ? = inconclusive; . = no result given; + = active, no number.
SMILES,PhoP inhibition,West Nile virus CPE,WT yeast gro inh,WT yeast gro inh mutant strain,RSV CPE inhibition,MgcRacGAP inhibition,Myeloid diff MLP,Myeloid diff MLP GFP+ MAC1+ %,bCat nuc transl,bCat nuc transl cell count 5 µM,Large T inhibition,T cell HTS,T cell HTS vesicle-bound %
COc1ccc(NC(=O)Nc2cccc([N+](=O)[O-])c2)cc1Cl,1%,?,79*,13*,20%,8%,i,0.8,0.6,1094,7%,i,48
CNC(=O)C1CCC(=O)N1Cc1ccc(C)cc1 (centres undefined),-6%,0.3%,7,21,0.2%,10%,i,0.8,-0.6,1112,6%,i,49
COc1ccc(OC)c(NC(=O)C2CC(=O)n3ncnc3N2)c1 (centres undefined),15%,-0.2%,-5,9,1.6%,2%,i,0.6,.,.,-1%,i,18
COc1cc(-c2cc(C(=O)OCC(=O)Nc3ccc4c(c3)OCO4)c3ccccc3n2)cc(OC)c1OC,8%,0.3%,15,-6,1.5%,9%,i,0.1,4.6,541,10%,i,15
CCN(CC)S(=O)(=O)c1ccc(/C=C/C(=O)Nc2ccc(F)c(F)c2F)cc1,-12%,-0.2%,-24,15,-0.3%,9%,i,0.7,.,.,-3%,i,18
O=C(Nc1nccs1)c1cc2cc(Cl)ccc2oc1=O,-5%,0.6%,.,.,3.6%,-10%,i,0.6,1.5,1332,14%,i,22
O=C(Nc1ccc(Cl)cn1)c1cnn2cccnc12,-1%,0.1%,7,5,1.7%,7%,i,0.4,-2.3,1225,5%,i,27
CC1(C)CC(=O)C(C=NCCN2CCN(C(=S)Nc3ccccc3)CC2)=C(O)C1,-1%,-0.1%,10,3,0.0%,-4%,i,0.6,-0.5,1332,-3%,i,59
CCc1ccccc1NC(=O)C1CCCN1S(=O)(=O)c1ccc2c(c1)n(C)c(=O)c(=O)n2C (centres undefined),-4%,-0.3%,.,.,0.9%,9%,i,2.8,.,.,6%,i,7
COc1cc(C(=O)OCC(=O)c2c(N)n(C)c(=O)n(C)c2=O)ccc1OCCC(C)C,2%,-0.5%,4,4,-1.1%,0%,i,0.1,-0.7,986,5%,i,58
O=C(CN(C(=O)CCC(=O)Nc1nccs1)c1ccc2c(c1)OCO2)NCc1ccccc1,-3%,-0.3%,.,.,0.9%,5%,i,0.4,.,.,2%,i,20
COc1nccc(C(F)(F)F)c1C(=O)Nc1ccc(Cl)cc1,-4%,0.0%,.,.,2.3%,12%,i,0.5,-0.6,1231,8%,i,37
Cc1ccc(C(=O)NC(=C(Cl)Cl)S(=O)(=O)c2ccc(Cl)cc2)cc1,3%,-0.8%,15,25,-1.0%,3%,i,0.6,-0.5,1449,7%,i,7
Cc1ccc(C(O)CSc2nnc(-c3ccc4ccccc4c3)n2C)cc1 (centres undefined),-7%,-0.1%,.,.,7.8%,8%,i,0.8,0.0,1263,12%,i,15
Cc1cc(C)n(CCC(=O)N2CCc3ccccc32)n1,-7%,-0.5%,.,.,0.7%,12%,i,2.0,.,.,5%,i,7
Cc1cc(NC(=O)CSc2nc3cc(C(=O)NCCCOC(C)C)ccc3c(=O)n2Cc2ccco2)no1,6%,-1.4%,-2,3,1.6%,1%,i,0.7,-0.5,1110,5%,i,38
O=C(CSc1nc2scc(-c3ccccc3)c2c(=O)[nH]1)NC1CCCCC1,19%,0.1%,-7,-8,0.4%,.,.,.,0.2,1103,-2%,i,27
CN(C(=O)CN(c1ccccc1)S(=O)(=O)c1ccc(F)cc1)C1CCS(=O)(=O)C1 (centres undefined),-6%,0.0%,.,.,1.4%,3%,i,0.4,0.9,1319,13%,i,26
Cc1ccc(S(=O)(=O)NC(C)C(c2cccs2)N2CCN(C)CC2)cc1 (centres undefined),5%,0.6%,11,12,1.1%,3%,i,3.9,-1.5,1190,-2%,.,.
CCCC(c1nnnn1Cc1cccs1)N1CCN(c2nc3ccccc3s2)CC1 (centres undefined),4%,-0.1%,34,22,1.8%,1%,i,0.8,-0.2,1165,10%,i,43
Cc1ccc(C2=NN(C(=O)CN3C(=O)c4ccccc4S3(=O)=O)C(c3ccco3)C2)cc1 (centres undefined),7%,-1.5%,29,-7,0.0%,-8%,i,0.3,-3.3,1097,3%,i,27
COC(=O)c1ccccc1NC(=O)CCS(=O)(=O)c1ccc(Br)cc1,1%,-0.3%,-1,12,.,-1%,i,0.1,-6.2,1130,11%,.,.
CCN(CC)CCOC(=O)C(Cc1cccc2ccccc12)CC1CCCO1 (centres undefined),4%,0.2%,.,.,-0.3%,.,i,0.5,.,.,4%,i,28
COc1ccc(N2CC(O)=C(c3nc4ccccc4s3)C2=N)c(OC)c1,2%,?,0,-6,?,7%,i,1.4,1.5,1043,11%,i,24
O=C(CCCc1c[nH]c2ccccc12)Nc1ncccc1O,-4%,-0.7%,.,.,0.0%,5%,i,0.9,.,.,14%,i,7
CCOC(=O)N1CCC(NC(=O)c2ccc3c(c2)N(Cc2ccc(C)cc2)CCS3)CC1,4%,1.1%,28,-8,3.0%,10%,i,5.0,-2.1,1124,6%,i,25
COc1cc(/C=C2\CCCc3c2nc2ccccc2c3C(=O)O)cc(OC)c1O,-7%,-0.1%,.,.,1.7%,25%,i,0.4,-1.9,1089,30%,i,34
COc1cccc(/C=C2\SC(=S)N(CCCC(=O)Nc3cc(C)on3)C2=O)c1,-12%,-0.1%,.,.,4.8%,8%,i,2.0,.,.,23%,i,70
CCOc1ccc(S(=O)(=O)NC2CC2)cc1,-4%,-0.8%,.,.,2.8%,-2%,i,0.7,.,.,19%,i,59
Clc1ccccc1CONc1ncnc2nonc12,-2%,-0.2%,4,15,19%,3%,i,0.5,0.8,469,8%,i,52
CC1(c2ccccc2)CC2CC(c3ccccc3)N1O2 (centres undefined),-6%,0.1%,1,0,0.4%,2%,i,5.2,1.0,982,18%,i,44
O=C(CCC(=O)N1CCSc2ccccc21)NCCc1ccccc1,.,-0.1%,.,.,3.6%,4%,i,1.3,.,.,5%,i,17
CN(C)C(CNc1ncnc2sc3c(c12)CCCC3)c1ccco1 (centres undefined),6%,-0.7%,-3,13,3.2%,5%,i,0.4,-0.8,1199,1%,i,54
COc1ccccc1C1CCN(C(=O)c2ccc(Cl)cc2)CC1,-2%,-1.1%,.,.,-1.5%,9%,i,0.7,.,.,-1%,i,27
COc1ccc(Sc2nnc(-c3ccccc3)cc2C#N)cc1,-6%,-0.3%,-11,-18,1.2%,-3%,i,0.7,.,.,8%,i,26
COc1cccc(C(=O)OCn2nnc3ccccc3c2=O)c1OC,2%,0.0%,-7,-5,1.1%,3%,i,1.6,-2.0,1220,21%,i,35
Nc1nc(-c2ccc(Br)cc2)cs1,35%,0.2%,23,25,2.2%,6%,i,0.4,-0.8,1180,-135%,i,55
O=C(CN(C(=O)c1ccco1)c1cccc(F)c1)NCc1ccc(F)cc1,-3%,-0.8%,-6,-13,0.5%,10%,i,1.2,-3.0,972,-2%,i,19
CCOC(=O)C1CCN(C(=O)c2ccc(SC)cc2OC)CC1,13%,.,-2,-1,1.3%,-3%,i,1.3,1.4,1200,4%,i,20
CN(C(=O)COC(=O)c1cccc(NS(=O)(=O)c2ccc(F)c(F)c2)c1)C1CCS(=O)(=O)C1 (centres undefined),-6%,-0.1%,-7,-10,1.3%,5%,i,0.6,1.7,1128,2%,+,1.1*
O=C(CNC(=O)c1ccccc1)Oc1ccc([N+](=O)[O-])cc1,2%,-0.4%,.,.,2.7%,2%,i,3.2,.,.,10%,i,26
COc1ccc(-c2[nH]ncc2/C=N\NS(=O)(=O)c2ccc(Cl)cc2)cc1,8%,0.3%,-7,4,-0.2%,5%,i,0.6,1.8,1150,6%,i,1
COc1ccccc1-n1c(SCC(=O)O)nc2c(sc(=S)n2-c2ccc(Cl)c(C)c2)c1=O,-4%,0.8%,.,.,5.8%,0%,i,0.1,.,.,26%,i,34
Cc1ccc(C)c(CSc2nc3ccncc3n2CC(=O)Nc2ccc(C)c(C)c2)c1,1%,-0.2%,-4,-19,.,.,.,.,-3.5,618,6%,.,.
Cc1cc(C)n2nc(C(=O)OCC(=O)c3c[nH]c4ccccc34)nc2n1,10%,0.2%,0,-14,4.9%,1%,i,0.0,3.2,1000,5%,i,2
CSc1n[nH]c(-c2ccc(C(F)(F)F)cc2)n1,1%,-0.3%,.,.,4.1%,8%,i,0.7,0.9,1337,8%,i,44
CCCc1cc(C(=O)Cc2ccccn2)c(O)cc1O,4%,-1.1%,.,.,13%,6%,i,0.4,.,.,0%,i,20
CCCn1nc(C(=O)OCC(=O)Nc2cccc(S(N)(=O)=O)c2)c2ccccc2c1=O,-1%,0.0%,-7,8,1.1%,9%,i,0.3,-2.8,1099,6%,i,38

# At a glance, part of the list above:
SMILES,PhoP inhibition,West Nile virus CPE,WT yeast gro inh,WT yeast gro inh mutant strain,RSV CPE inhibition,MgcRacGAP inhibition,Myeloid diff MLP,Myeloid diff MLP GFP+ MAC1+ %,bCat nuc transl,bCat nuc transl cell count 5 µM,Large T inhibition,T cell HTS,T cell HTS vesicle-bound %
Nc1nc(-c2ccc(Br)cc2)cs1,35%,0.2%,23,25,2.2%,6%,i,0.4,-0.8,1180,-135%,i,55
O=C(CN(C(=O)c1ccco1)c1cccc(F)c1)NCc1ccc(F)cc1,-3%,-0.8%,-6,-13,0.5%,10%,i,1.2,-3.0,972,-2%,i,19

# Of the compounds above, these have a CF3 group:
SMILES,PhoP inhibition,West Nile virus CPE,WT yeast gro inh,WT yeast gro inh mutant strain,RSV CPE inhibition,MgcRacGAP inhibition,Myeloid diff MLP,Myeloid diff MLP GFP+ MAC1+ %,bCat nuc transl,bCat nuc transl cell count 5 µM,Large T inhibition,T cell HTS,T cell HTS vesicle-bound %
COc1nccc(C(F)(F)F)c1C(=O)Nc1ccc(Cl)cc1,-4%,0.0%,.,.,2.3%,12%,i,0.5,-0.6,1231,8%,i,37
CSc1n[nH]c(-c2ccc(C(F)(F)F)cc2)n1,1%,-0.3%,.,.,4.1%,8%,i,0.7,0.9,1337,8%,i,44
